# Screens as filed in PubChem BioAssay.
# hcDAF12 agonist – H. contortus DAF-12 nuclear receptor activators, primary screen, cell-based, luminescence, HEK293, lit1-tk-luc reporter | HEK293 hcDAF-12 lit1-tk-luc reporter; 0% DMSO, 100% Δ7-dafachronic acid | activation, % at 6.8 µM | 370,000 compounds, 1.4% hits;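 active = activation above the mean of all tested compounds plus 3 SD, cut at about 5.5% in these data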;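 also: 100% = response to 3 µM Δ7-dafachronic acid high control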
# DAX1 inh-1 – DAX1 (NR0B1) inhibitors, primary screen, cell-based, HEK293, Gal4-DAX1, luciferase luminescence | Nuclear receptor subfamily 0 group B member 1 (Homo sapiens), P51843 | HEK293 Gal4-DAX1 luciferase reporter | inhibition, % at 6.75 µM | 340,000 compounds, 0.99% hits | AID 504766, 2011;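 active = inhibition above the mean over all tested compounds plus 3 SD, cut at about 4.2% in these data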;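 also: 0% = DAX1-transfected cells with DMSO and 100% = empty-vector control cells with DMSO; inhibition shows as a rise in luminescence from relieved DAX1 repression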
# Target sequence (P51843 207-470 limits assumed): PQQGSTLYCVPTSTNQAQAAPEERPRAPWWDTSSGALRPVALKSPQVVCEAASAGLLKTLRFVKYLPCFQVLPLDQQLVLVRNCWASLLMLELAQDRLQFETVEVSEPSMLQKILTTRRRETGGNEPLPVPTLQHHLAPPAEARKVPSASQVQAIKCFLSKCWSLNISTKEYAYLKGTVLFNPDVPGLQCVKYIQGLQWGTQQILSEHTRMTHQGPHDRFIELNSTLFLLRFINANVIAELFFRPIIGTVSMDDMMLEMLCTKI
# GAA850 FXN act – FXN promoter activators, primary screen, cell-based, luciferase luminescence, HEK293 lucGAA850; HEK293 lucGAA850 FXN promoter luciferase reporter, 24 h; percent of 10 µM SAHA response; activation, % at 6 µM; 360,000 compounds, 0.56% hits;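 active = activation above the average of all compounds screened plus 3 SD, cutoff fixed separately per campaign, cut at about 7.5% in these data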;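 also: 0% = DMSO wells and 100% = 10 µM SAHA wells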
# proKLK7 act – proKLK7 zymogen activators, primary screen, biochemical, fluorescence intensity; Kallikrein-7 (Homo sapiens), P49862; purified proKLK7, EDANS-DABCYL substrate fluorescence; 100% is mature enzyme control, 0% vehicle; activation, % at 7 µM; 370,000 compounds, 0.9% hits;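 active = activation above the mean of all tested compounds plus 3 SD, computed per campaign excluding outliers beyond control limits, cut at about 13% in these data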
# Target sequence (P49862 whole entry, looked up): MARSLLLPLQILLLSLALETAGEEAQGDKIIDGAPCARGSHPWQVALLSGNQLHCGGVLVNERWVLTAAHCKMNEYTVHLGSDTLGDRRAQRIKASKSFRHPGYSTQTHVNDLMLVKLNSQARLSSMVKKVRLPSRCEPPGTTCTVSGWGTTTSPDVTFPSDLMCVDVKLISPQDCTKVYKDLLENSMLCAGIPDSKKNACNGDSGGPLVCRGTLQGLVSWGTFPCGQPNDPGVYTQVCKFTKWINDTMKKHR
# sPLA2-III inh – human group III sPLA2 inhibitors, primary screen, biochemical, QFRET, BODIPY PC-A2 liposome substrate | Group 3 secretory phospholipase A2 (Homo sapiens), Q9NZ20 | QFRET BODIPY PC-A2 liposome hydrolysis, fluorescence | inhibition, % at 12.2 µM | 370,000 compounds, 0.56% hits;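 active = inhibition above mean plus 3 SD of compounds lying within the high and low control bounds, cut at about 19% in these data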;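 also: 0% = median of test compound wells and 100% = no enzyme DMSO wells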
# Target sequence (Q9NZ20 whole entry, looked up): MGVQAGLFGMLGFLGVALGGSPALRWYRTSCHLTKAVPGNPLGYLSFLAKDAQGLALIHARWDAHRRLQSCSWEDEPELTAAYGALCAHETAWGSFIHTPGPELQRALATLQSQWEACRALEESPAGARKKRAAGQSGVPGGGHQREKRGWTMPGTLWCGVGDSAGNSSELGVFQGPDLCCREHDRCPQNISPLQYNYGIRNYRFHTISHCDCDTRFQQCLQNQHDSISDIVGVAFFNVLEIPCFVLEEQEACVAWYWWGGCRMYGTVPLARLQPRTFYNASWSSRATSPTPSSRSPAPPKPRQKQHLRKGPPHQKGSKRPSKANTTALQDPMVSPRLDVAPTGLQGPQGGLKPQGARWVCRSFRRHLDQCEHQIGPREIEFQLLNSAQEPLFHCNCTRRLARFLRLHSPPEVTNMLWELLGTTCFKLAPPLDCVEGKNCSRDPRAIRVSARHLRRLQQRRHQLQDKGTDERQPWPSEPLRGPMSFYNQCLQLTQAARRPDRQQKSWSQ
# hgDAF-12 ag – H. glycines DAF-12 receptor agonists, primary screen, cell-based, luminescence, HEK293, GAL4 fusion, UAS-luciferase. Nuclear hormone receptor DAF-12 (Heterodera glycines), GAL4 fusion. HEK293 GAL4-hgDAF12 UAS-luciferase reporter, agonist luminescence; normalized to butyrate control. activation, % at 6.8 µM. 370,000 compounds, 1.8% hits;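 active = activation above a cutoff set at the mean of all screened compounds plus 3 SD, cut at about 10% in these data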;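 also: 0% = DMSO wells and 100% = sodium butyrate wells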
# NPR1 activator – GC-A stimulated cGMP production enhancers – HEK293 GC-A cells, cGMP TR-FRET, EC30 ANP, primary screen; Atrial natriuretic peptide receptor 1 (Homo sapiens), P16066; 0% at EC30 ANP, 100% saturating ANP; activation, % at 10 µM; 370,000 compounds, 0.14% hits; in the data active = activation above about 40%
# GC-B act – human GC-B receptor activators, primary screen, HEK293 GC-B cells, cGMP TR-FRET, EC30 CNP; 370,000 compounds, 0.11% hits; activation, % at 10 µM; 0% at EC30 CNP, 100% saturating CNP;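 active = activation at 10 µM reaching about 35% in either raw or pattern-adjusted values, limit read from the data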
# SMARCA2 activ – SMARCA2 (BRM) function activators, primary screen, cell-based, luminescence, high throughput; MG213 cells, MMTV-luciferase reporter, dexamethasone, overnight; activation, % at 9.1 µM; 370,000 compounds, 1% hits; AID 652017, 2013; in the data active = activation above about 7.8%;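 also: 0% = vehicle wells and 100% = reference activator wells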
# ssDAF-12 act – S. stercoralis DAF-12 nuclear receptor activators, primary screen, cell-based, luminescence, HEK293, GRIP1 co-expression, lit1-tk-luc; Nuclear hormone receptor DAF-12 (Strongyloides stercoralis); HEK293 ssDAF-12/GRIP1 lit1-tk-luc reporter; % of 3 µM dafachronic acid response; activation, % at 6.8 µM; 370,000 compounds, 1% hits; AID 652126, 2013;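 active = activation above the mean over all tested compounds plus 3 SD, cut at about 0.9% in these data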;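 also: 0% = DMSO-only wells and 100% = 3 µM delta7-dafachronic acid wells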
# DAX1 inh-2 – DAX1 (NR0B1) inhibitors on StAR promoter, primary screen, cell-based, luminescence, SF-1 (NR5A1), full-length DAX-1. inhibition, % at 6.8 µM. AID 652010, 2013. 370,000 compounds, 1.1% hits. HEK293T StAR-luciferase reporter, SF-1/DAX-1 repression relief;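 active = inhibition above the mean over all tested compounds plus 3 SD, cut at about 3.6% in these data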;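 also: 0% = DAX-1 cells with DMSO and 100% = cells lacking DAX-1 with DMSO; higher inhibition means more luminescence from relief of DAX-1 repression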
# * = called active by the depositor; . = not tested or not shown.
SMILES,hcDAF12 agonist,DAX1 inh-1,GAA850 FXN act,proKLK7 act,sPLA2-III inh,hgDAF-12 ag,NPR1 activator,GC-B act,SMARCA2 activ,ssDAF-12 act,DAX1 inh-2
CCCn1c(N)c(C(=O)CN2CCN(S(=O)(=O)c3cccs3)CC2)c(=O)[nH]c1=O,-0.3,-0.7,-0.6,0.6,2,0.0,4,1,-1,-0.4,0.1
O=C(Nc1ccccc1[N+](=O)[O-])C1(c2ccccc2)CCOCC1,-0.7,0.5,0.1,-0.1,-6,-1.2,-2,3,2,-1.8,0.1
Cc1ccc(Cn2c(C)nc3c(c2=O)c2nc4ccccc4nc2n3Cc2ccco2)cc1,-2.6,-1.4,-1.8,-19,-2,1.4,20,12,-1,-1.5,0.4
CCCC[n+]1c(-c2ccc(Cl)cc2Cl)csc1Nc1ccccc1,-1.4,-0.4,2.1,0.1,11,1.5,0,-1,-2,-0.6,0.8
COC(=O)c1ccc(N2CCN(C)CC2)c(NC(=O)c2ccc(Br)o2)c1,-0.4,0.4,1.8,0.8,3,3.3,-1,-3,-1,-0.8,-2.0
Cc1cc(C)c2cc(CN(Cc3ccco3)C(=S)NCC3CCCO3)c(=O)[nH]c2c1 (configuration not stated),-2.6,-1.6,-2.1,-0.1,-9,1.5,1,0,-5,-1.4,-0.6
Nn1c(SCc2ccccc2)nnc1-c1ccco1,-0.6,0.3,-2.0,-0.3,-4,4.9,-1,1,-2,-0.8,1.1
O=C(CSc1nnc(-c2cccs2)o1)c1ccc(F)cc1,1.9,.,.,0.0,-39,2.6,3,3,-2,-0.8,-0.3
CCOC(=O)C1=C(C)N(CC)C(=S)NC1c1ccc(Cl)cc1 (configuration not stated),0.4,0.1,-0.7,0.6,12,-1.1,10,17,-2,-0.8,-0.3
NC(=O)CC(NC(=O)Cc1ccc(Br)cc1)c1ccc(NC2CCCC2)c([N+](=O)[O-])c1 (configuration not stated),1.6,-0.9,-0.8,0.0,5,-0.7,-1,5,2,-1.1,0.1
COc1ccc(NC(=O)c2cccc(S(=O)(=O)N3CCOCC3)c2)cc1,0.2,-0.6,0.0,0.8,-2,2.4,0,3,2,-0.8,0.3
COc1cc(OC)cc(OC(=O)C2CCN(S(=O)(=O)c3ccc(OC)c(OC)c3)CC2)c1,-1.0,1.3,-0.5,0.0,1,1.1,3,-3,0,-0.8,1.4
COc1cc(OC)cc(-n2nnnc2SCC(=O)Nc2ccc(C(C)=O)cc2)c1,0.5,-0.2,1.3,-0.3,4,0.2,0,1,0,-1.4,-0.5
COc1ccc(NC(=O)Cn2nc(Cc3cccnc3)c3ccccc3c2=O)cc1OC,-0.5,0.0,0.6,-0.5,3,1.8,1,1,-3,-1.2,0.7
COc1ccccc1[N+](=O)[O-],-0.5,-0.3,0.1,0.1,3,0.8,5,5,-5,-0.9,0.5
COc1ccccc1Nc1nc(-c2c(C)[nH]c3ccccc23)cs1,5.3,0.4,0.0,-1.3,20*,1.1,-6,1,0,1.3*,-0.6
O=C(CSCc1ccc([N+](=O)[O-])cc1)NC1CCCCCC1,-1.1,0.2,-0.1,-0.1,2,-0.5,-5,2,1,-1.0,-0.7
COc1ccc(CNC(=O)[C@H](CCSC)NC(=O)N2CCn3c2nc2ccccc23)cc1,-1.7,-0.9,0.9,0.1,-6,-1.3,-1,0,-1,-1.6,0.1
CC(=O)c1cccc(NC(=O)Cn2c(=O)oc3cc(S(=O)(=O)N4CCCC4)ccc32)c1,-2.4,0.9,-1.3,0.2,6,-0.4,-2,3,-4,-1.9,-0.1
O=C(Nc1cccc(S(=O)(=O)N2CCOCC2)c1)c1c2c(nc3ccccc13)CCC2,-0.9,0.1,-0.1,-0.6,-5,-0.5,-1,6,7,-0.3,-0.3
CC(C)C(N)c1csc(NC(=O)Nc2ccc(OC(F)(F)F)cc2)n1 (configuration not stated),-1.0,.,-1.1,-0.5,4,-2.9,2,-4,-3,-1.2,-1.5
COc1ccc(NS(=O)(=O)c2cccc(C(=O)N/N=C/c3cccs3)c2)cc1,0.1,-0.2,-2.2,-0.5,-13,2.0,-8,-5,1,-1.9,0.6
CC(=O)c1cc(C(=O)Nc2ccc(C(=O)O)cc2)oc1C,0.0,-1.2,-1.9,0.5,9,-1.8,1,9,7,-0.5,0.4
Cc1ccc(S(=O)(=O)N2CCN(c3ccccn3)CC2)cc1,-2.3,.,-0.1,0.8,-6,-0.5,-5,-1,5,-1.4,-0.2
CN(C(=O)c1ccccc1C(=O)OCC(=O)c1ccc(F)cc1)c1ccccc1,-1.2,0.1,-0.5,0.4,-19,-0.8,2,0,-1,-1.0,-1.3

# Nine compounds out of the list, arranged by heavy-atom count, high to low:
SMILES,hcDAF12 agonist,DAX1 inh-1,GAA850 FXN act,proKLK7 act,sPLA2-III inh,hgDAF-12 ag,NPR1 activator,GC-B act,SMARCA2 activ,ssDAF-12 act,DAX1 inh-2
COc1ccc(CNC(=O)[C@H](CCSC)NC(=O)N2CCn3c2nc2ccccc23)cc1,-1.7,-0.9,0.9,0.1,-6,-1.3,-1,0,-1,-1.6,0.1
CC(=O)c1cccc(NC(=O)Cn2c(=O)oc3cc(S(=O)(=O)N4CCCC4)ccc32)c1,-2.4,0.9,-1.3,0.2,6,-0.4,-2,3,-4,-1.9,-0.1
CCCn1c(N)c(C(=O)CN2CCN(S(=O)(=O)c3cccs3)CC2)c(=O)[nH]c1=O,-0.3,-0.7,-0.6,0.6,2,0.0,4,1,-1,-0.4,0.1
COC(=O)c1ccc(N2CCN(C)CC2)c(NC(=O)c2ccc(Br)o2)c1,-0.4,0.4,1.8,0.8,3,3.3,-1,-3,-1,-0.8,-2.0
CC(C)C(N)c1csc(NC(=O)Nc2ccc(OC(F)(F)F)cc2)n1 (configuration not stated),-1.0,.,-1.1,-0.5,4,-2.9,2,-4,-3,-1.2,-1.5
O=C(Nc1ccccc1[N+](=O)[O-])C1(c2ccccc2)CCOCC1,-0.7,0.5,0.1,-0.1,-6,-1.2,-2,3,2,-1.8,0.1
Cc1ccc(S(=O)(=O)N2CCN(c3ccccn3)CC2)cc1,-2.3,.,-0.1,0.8,-6,-0.5,-5,-1,5,-1.4,-0.2
Nn1c(SCc2ccccc2)nnc1-c1ccco1,-0.6,0.3,-2.0,-0.3,-4,4.9,-1,1,-2,-0.8,1.1
COc1ccccc1[N+](=O)[O-],-0.5,-0.3,0.1,0.1,3,0.8,5,5,-5,-0.9,0.5

# Next part.
SMILES,hcDAF12 agonist,DAX1 inh-1,GAA850 FXN act,proKLK7 act,sPLA2-III inh,hgDAF-12 ag,NPR1 activator,GC-B act,SMARCA2 activ,ssDAF-12 act,DAX1 inh-2
CCN1CC(CN(C)Cc2nc(-c3ccc(C(F)(F)F)cc3)no2)CC1=O (configuration not stated),-1.8,-1.0,0.6,0.2,6,-3.5,2,-9,-6,-2.5,-1.2
C[C@H](CO)N1C[C@H](C)[C@@H](CN(C)Cc2cccc(C(=O)O)c2)OCc2cnnn2CCCC1=O,-0.2,3.2,0.3,0.6,10,-0.3,-2,6,-4,-0.6,1.6
Cc1nnc(NCc2ccccc2)c2ccccc12,1.0,-1.2,-1.2,-0.2,8,-0.6,2,0,-3,-0.4,-0.1
CN(Cc1nc(-c2ccccn2)no1)S(=O)(=O)c1ccc(Cl)cc1,-1.6,1.0,-2.6,-0.6,5,-3.7,-4,5,-4,-0.5,-0.4
c1ccc2c(c1)CC(N1CCCCC1)c1ccccc1S2 (configuration not stated),-0.7,0.7,1.6,-1.0,-3,-1.6,-10,-5,3,-1.1,-0.1
CC(=O)N(c1cccc(C)c1)C1SC(=O)N(c2ccccc2)C1=O (configuration not stated),-0.6,3.4,-0.5,0.3,-2,2.4,1,4,-1,-0.7,-0.1
CNc1nc(C)c(C#N)cc1C(C)=O,-1.6,0.7,1.4,0.0,2,-0.6,4,9,5,-1.1,-0.8
CCOC(=O)c1c(C)[nH]c(C)c1S(=O)(=O)N1CCOCC1,-1.3,-0.4,-0.2,0.3,4,0.2,-4,3,3,-0.8,-0.2
Cc1ccn2c(=O)c(NC(=O)c3cccc4ccccc34)c(C)nc2c1,1.2,0.2,-0.1,-0.6,9,0.4,2,3,-2,-1.2,-1.4
CC(=O)c1cccc(N(CC(=O)NCCc2ccccc2)C(=O)c2csnn2)c1,-0.1,0.2,1.2,1.1,3,-0.9,4,7,-3,-1.0,-0.3
CC(OC(=O)c1ccc(O)cc1)C(=O)Nc1cc(C(F)(F)F)ccc1Cl (configuration not stated),-2.4,-0.8,0.6,-0.4,-24,0.1,-2,-1,-4,-1.4,-0.8
C/C(=N\Nc1ccc(S(=O)(=O)N2CCCCC2)cn1)c1cccc(Br)c1,-1.7,0.2,1.5,-1.1,-5,-0.5,-4,-9,-3,-1.1,-1.6
Nc1ncnc(Nc2cc(Cl)cc(Cl)c2)c1[N+](=O)[O-],0.5,2.2,3.2,-0.1,2,-2.4,-1,-11,5,-1.2,0.1
Cc1ccc(C(=O)Cn2ncsc2=N)cc1,2.5,1.7,6.4,0.6,-2,10,2,0,2,-0.8,2.1
COc1cc2c(cc1OC)-c1cc(NC3CC3)nc(=O)n1CC2,-1.1,1.6,3.0,2.3,3,-3.4,1,-1,2,-1.4,0.1
CNCC(O)Cn1c(C(F)(F)F)nc2ccccc21 (configuration not stated),1.1,-0.8,0.9,0.1,0,0.1,1,2,-1,-1.3,-0.5
Clc1ccc(C2=NCCn3nc4ccccc4c32)cc1,2.2,1.9,-0.5,0.2,8,2.4,-4,-6,1,-0.2,0.1
COc1cccc(NC(=O)COC(=O)c2c(C)noc2C)c1,0.7,-0.2,1.1,-0.1,1,0.4,-2,5,0,-1.2,0.3
CN(Cc1ccccc1)Cc1nc2c([nH]1)c(=O)[nH]c(=O)n2C,-1.5,3.6,2.3,0.7,-9,-2.1,-4,4,3,-1.5,-0.1
CC(=O)N(C1CC(C)C(C#N)(C#N)C1(C#N)C#N)N(C)C (configuration not stated),0.5,0.1,9.9*,0.2,0,0.0,18,6,3,-1.7,-0.7
